KCNH2 3.1 inh: blocks the human KCNH2 3.1 channel isoform; U2OS KCNH2 3.1, thallium flux FluxOr; stronger effect = lower value; activity change, % (tested at about 1.8 µM); actives 0.95% (n = 340,000);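 active means maximum activity change below -70%; inconclusive means maximum activity change from -70% to -50%; inactive means maximum activity change above -50%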;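 further: thallium influx rate constant from kinetic fluorescence after stimulation buffer; on the % scale 0 is the no-effect control and ±100 the full control effect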
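Normalized rate constant (relative to positive and negative DMSO controls) derived from a 2 min kinetic fluorescence read after stimulation; U2OS cells expressing the 3.1 isoform via virus at 1.77 x 10^8 /mL.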
ELG1 DNA repair: inhibitors of ELG1-dependent DNA repair in HEK293T cells; Potency, µM (highest dose often 46.1 µM), inactives show top-dose activity change, negative = inhibition, actives largely listed as inhibitors; actives 2.3% (n = 330,000); AID 504467; HEK293T ELG1-luciferase reporter, luminescence, 16 h; DNA damage induced by 5-fluorouridine; further: potency means the concentration at half of the fitted maximal effect; on the % scale 0 is the no-effect control and ±100 the full control effect; nearly all actives have a fitted effect of over 55% in size
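DMSO vehicle served as the neutral condition. Each well held 2,000 cells given 5-fluorouridine plus compound; after 16 hr at 37 °C/5% CO2, ONE-Glo was added and luciferase measured 30 min later.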
Rab9 prom act: activates the Rab9 promoter | Potency, µM (highest dose often 9.22 µM), for inactives: at the top dose activation, negative = inhibition, most hits filed as activators | Huh7 Rab9 promoter-luciferase reporter, luminescence, 24 h | actives 2.8% (n = 320,000); further: potency means the concentration at half of the fitted maximal effect; % of control where 0% means no effect; nearly all actives have a fitted effect of over 60% in size
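Huh7 reporter line, Rab9 promoter upstream of luciferase. Compound exposure 24 h at 37 °C in reduced-serum medium with 10% FBS. Read-out: luminescence.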
RORg inh: ROR gamma (mouse) transcription inhibition | P51450 | actives 5.4% (n = 310,000) | Drosophila S2 Gal4-RORgamma UAS-luciferase reporter, 20 h | Potency, µM (doses to about 53.6 µM), without a hit: at the highest dose activity change, negative = inhibition, actives largely listed as inhibitors; further: potency means the concentration at half of the fitted maximal effect; on the % scale 0 is the no-effect control and ±100 the full control effect; nearly all actives have a fitted effect of over 60% in size
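A Gal4/UAS one-hybrid system in insect cells: metallothionein-promoter Gal4–ROR gamma fusion plus Photinus luciferase reporter. Copper sulfate 700 uM final, 20 hr ambient incubation, luminescent detection after 10 min with reagent.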
PKM2 act: activators of human pyruvate kinase M2; AID 1631; purified PKM2, Kinase-Glo ATP luminescence, activation; response scale: 0% is enzyme alone, no compound; actives 0.34% (n = 260,000); Potency, µM (titrated, usually from 57.5 µM), for inactives: at the highest dose activation, most hits filed as activators; further: potency means the concentration at half of the fitted maximal effect; on the % scale 0 is the no-effect control and ±100 the full control effect; nearly all actives have a fitted effect of over 55% in size
Target sequence (P14618 whole entry, looked up): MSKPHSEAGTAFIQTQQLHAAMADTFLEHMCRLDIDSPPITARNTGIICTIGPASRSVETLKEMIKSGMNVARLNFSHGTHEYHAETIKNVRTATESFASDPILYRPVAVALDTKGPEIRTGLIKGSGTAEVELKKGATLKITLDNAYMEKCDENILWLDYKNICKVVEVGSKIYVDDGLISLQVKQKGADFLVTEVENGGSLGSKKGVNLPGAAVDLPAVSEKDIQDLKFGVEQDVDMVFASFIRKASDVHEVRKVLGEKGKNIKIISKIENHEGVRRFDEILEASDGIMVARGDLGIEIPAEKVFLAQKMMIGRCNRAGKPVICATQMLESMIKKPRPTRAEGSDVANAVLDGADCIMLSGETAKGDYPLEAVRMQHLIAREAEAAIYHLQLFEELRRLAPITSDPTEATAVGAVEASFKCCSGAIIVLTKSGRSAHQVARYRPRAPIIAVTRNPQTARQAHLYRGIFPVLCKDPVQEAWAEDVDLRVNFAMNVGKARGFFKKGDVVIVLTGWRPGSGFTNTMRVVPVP
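Purified hPK-M2 (>95%) run at intermediate activity with 0.1 mM ADP and 0.5 mM PEP in 50 mM imidazole pH 7.2, KCl, MgCl2; 1 h room temperature. ATP formed read by Kinase-Glo luminescence; normalized to uninhibited and no-enzyme controls.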
Gal4-VP16 FLuc: inhibits Gal4-VP16 luciferase reporter, ROR gamma counter-screen | Potency, µM (highest dose often 53.6 µM), without a hit: top-dose activity, negative = inhibition, hits mostly inhibitors | Drosophila S2 Gal4-VP16 UAS-luciferase, luminescence, 20 h | actives 3.5% (n = 310,000);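 further: Gal4-VP16 expression switched on by copper sulfate through the metallothionein promoter; potency means the concentration at half of the fitted maximal effect; on the % scale 0 is the no-effect control and ±100 the full control effect; nearly all actives have a fitted effect of over 50% in size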
Mito fusion act: mitochondrial division inhibition or fusion activation; S. cerevisiae fusion-defective mutant growth rescue, CellTiterGlo 48 h; Potency, µM (top dose mostly 46.1 µM), inactives show top-dose growth rescue (activation), usual class: activators; actives 0.23% (n = 320,000);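 further: potency means the concentration at half of the fitted maximal effect; % of control where 0% means no effect; nearly all actives have a fitted effect of over 45% in size; temperature-sensitive fusion mutants such as fzo1-1 at 37 °C on non-fermentable ethanol glycerol medium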
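Compounds are tested for their ability to restore growth of mitochondrial fusion-defective yeast strains at non-permissive 37C in YPEG medium over 48 hours. Viability is quantified by luciferase luminescence.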
NPC1 promoter act: activators of NPC1 promoter | Huh7 NPC1 promoter luciferase reporter, 24 h | Potency, µM (series often up to 9.22 µM), for the others: at the highest dose activation, hits mostly activators | actives 2.4% (n = 320,000);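 further: potency means the concentration at half of the fitted maximal effect; % of control where 0% means no effect; nearly all actives have a fitted effect of over 60% in size; reporter is driven by a mutant NPC1 promoter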
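Huh7 reporter cells (NPC1 promoter driving luciferase) are dosed with compound for 24 h at 37 °C, 5% CO2; luciferase detection reagent is then added and luminescence measured after 10 min at ambient temperature.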
FLuc modulator: counter-screen for miR-21 project: firefly luciferase inhibitors or activators | P08659 | purified FLuc, Km substrates, luminescence inhibition | Potency, µM (top dose mostly 57.5 µM), for the others: top-dose activity change, negative = inhibition, most hits filed as inhibitors | actives 6.9% (n = 360,000) | AID 588342;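 further: potency means the concentration at half of the fitted maximal effect; plate controls were vehicle for no effect and reference inhibitor for full effect; nearly all actives have a fitted effect of over 55% in size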
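Biochemical qHTS of compounds, final roughly 60 µM downward over six points, against 10 nM purified firefly luciferase using Km concentrations of substrates (10 uM D-luciferin, 10 uM ATP) in Tris acetate pH 7.5 buffer; luminescence output.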
Menin-MLL TR inh: menin-MLL binding inhibition, Texas Red mutant peptide; actives 0.23% (n = 270,000); Menin + Texas Red MLL mutant peptide, fluorescence polarization; AID 1768; O00255; Potency, µM (doses to about 61.6 µM), for the others: at the highest dose FP activity change, negative = inhibition, most hits filed as inhibitors; active means well fitted inhibition curve with a large enough effect in the polarisation, with a control signal flat, not every such curve was filed as active; inconclusive means small, poorly fitted or top-dose-only effect, or effect the other way, or a change in a side signal; inactive means no such curve, though single readings can be large or run the other way; the % refers to the polarisation; further: potency means the concentration at half of the fitted maximal effect; % of control where 0% means no effect; many of its hits are not listed in these tables
Target sequence (O00255 whole entry, looked up): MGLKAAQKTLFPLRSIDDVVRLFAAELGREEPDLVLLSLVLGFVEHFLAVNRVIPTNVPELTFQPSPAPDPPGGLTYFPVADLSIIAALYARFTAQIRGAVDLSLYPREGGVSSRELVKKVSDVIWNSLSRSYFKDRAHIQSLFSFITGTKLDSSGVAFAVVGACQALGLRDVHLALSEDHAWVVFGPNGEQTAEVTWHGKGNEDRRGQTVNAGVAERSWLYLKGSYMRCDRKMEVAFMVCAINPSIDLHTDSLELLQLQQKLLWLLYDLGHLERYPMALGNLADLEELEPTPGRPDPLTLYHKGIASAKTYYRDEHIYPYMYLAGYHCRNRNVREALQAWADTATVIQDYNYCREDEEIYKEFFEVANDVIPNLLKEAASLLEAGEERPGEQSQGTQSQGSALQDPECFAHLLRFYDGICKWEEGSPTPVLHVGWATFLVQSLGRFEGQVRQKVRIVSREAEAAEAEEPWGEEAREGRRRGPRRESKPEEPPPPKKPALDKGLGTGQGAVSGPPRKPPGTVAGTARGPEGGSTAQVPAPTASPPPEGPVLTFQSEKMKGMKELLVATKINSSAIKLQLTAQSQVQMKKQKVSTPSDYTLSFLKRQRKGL
MBNL1 CUG block: inhibitors of human MBNL1 binding to CUG repeat RNA | Q9NR56 | TR-FRET MBNL1-His/biotin-(CUG)12 binding, 665/545 ratio | Potency, µM (titrated, usually from 57.5 µM), for the others: at the highest dose activity change, negative = inhibition, most hits filed as inhibitors | actives 0.036% (n = 280,000); active means well fitted inhibition curve with a large enough effect in the signal ratio, with a control signal flat, not every such curve was filed as active; inconclusive means small, poorly fitted or top-dose-only effect, or effect the other way, or a change in a side signal; inactive means no such curve, though single readings can be large or run the other way; the % refers to the signal ratio; further: potency means the concentration at half of the fitted maximal effect; on the % scale 0 is the no-effect control and ±100 the full control effect
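Compounds (final 92 nM to 58 uM) are added to His-tagged MBNL1 and biotin-(CUG)12, then terbium anti-His antibody and streptavidin-XL665 (5 nM final). After 60 min at room temperature, the 665/545 nm ratio is read.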
* hit, by the source's call; & = joins results of further samples; [ ] = dose if it differs, or a comment. Unless noted, the call rests on the fitted dose curve; in most records, active means well fitted curve in the direction sought with a large enough effect; inconclusive means small, poorly fitted or top-dose-only effect, or another doubt; inactive means no such curve, though single readings can be large; an effect the other way counts as inactive or inconclusive.

`Cc1ccc(S(=O)(=O)Cc2ccc(C(=O)N3CCC4(CC3)OCCO4)o2)cc1` gave KCNH2 3.1 inh 2, ELG1 DNA repair 15%, Rab9 prom act -7%, RORg inh 35%, PKM2 act -8%, Gal4-VP16 FLuc -6%, Mito fusion act 4%, NPC1 promoter act 2%, FLuc modulator -1%, Menin-MLL TR inh -3% and MBNL1 CUG block -7%.
CN1C(=O)/C(=C/c2cccn2-c2ccc3ccccc3c2)C(=O)NC1=S was read as KCNH2 3.1 inh 8, ELG1 DNA repair inconclusive, Rab9 prom act 4%, RORg inh 13µM*, PKM2 act 10%, Gal4-VP16 FLuc -88%, Mito fusion act -4%, NPC1 promoter act -5%, FLuc modulator -16%, Menin-MLL TR inh inconclusive and MBNL1 CUG block 25%.
Screening CCC1CCCCN1CC(=O)c1ccc(OC(F)F)cc1 (stereo not given) returned KCNH2 3.1 inh 2, ELG1 DNA repair 0%, Rab9 prom act 2%, RORg inh -28%, PKM2 act 9%, Gal4-VP16 FLuc -14%, Mito fusion act 0%, NPC1 promoter act -1%, FLuc modulator -1%, Menin-MLL TR inh inconclusive and MBNL1 CUG block -16%.
O=[N+]([O-])c1ccc(C[n+]2c(-c3ccccc3)cc(-c3ccccc3)cc2-c2ccccc2)cc1 was read as KCNH2 3.1 inh 25, ELG1 DNA repair inconclusive, Rab9 prom act -5%, Mito fusion act 2%, NPC1 promoter act -3% and FLuc modulator -1%.
`COc1cccc(N=Nc2c(O)[nH]c(=S)[nH]c2=O)c1` gave KCNH2 3.1 inh 9, ELG1 DNA repair inconclusive, Rab9 prom act inconclusive, RORg inh -42%, PKM2 act -4%, Gal4-VP16 FLuc inconclusive, Mito fusion act 7%, NPC1 promoter act 21% and FLuc modulator 13µM*.
For COC(=O)C1=C(c2ccc(F)cc2F)C[C@@H]2CC[C@H]1N2C(=O)N1CCC(O)CC1 the results were KCNH2 3.1 inh 9, ELG1 DNA repair 16%, Rab9 prom act -3%, Mito fusion act -1%, NPC1 promoter act 7% and FLuc modulator 4%.
O=C1C2CCN(CC2)[C@@H]1Cc1ccc2ccccc2c1O was read as KCNH2 3.1 inh 11, ELG1 DNA repair inconclusive, Rab9 prom act 16%, RORg inh 33%, PKM2 act inconclusive, Gal4-VP16 FLuc 8%, Mito fusion act -5%, NPC1 promoter act 6%, FLuc modulator inconclusive, Menin-MLL TR inh -20% and MBNL1 CUG block 16%.
For Cc1nc2c(C(=O)N3CCC4(CC3)OCCO4)cnn2c(C)c1Cc1cccc(Cl)c1 the results were KCNH2 3.1 inh 8, ELG1 DNA repair 0%, Rab9 prom act -6%, RORg inh -17%, PKM2 act 0%, Gal4-VP16 FLuc -12%, Mito fusion act 10%, NPC1 promoter act -4%, FLuc modulator -1%, Menin-MLL TR inh -10% and MBNL1 CUG block 6%.
Screening COc1ccc(C2CC(c3cccs3)=NN2c2nc(C)c(C(C)=O)s2)cc1OC (stereo not given) returned KCNH2 3.1 inh -1, ELG1 DNA repair inconclusive, Rab9 prom act -12%, RORg inh inconclusive, PKM2 act 16%, Gal4-VP16 FLuc -1%, Mito fusion act 18%, NPC1 promoter act -5%, FLuc modulator 3%, Menin-MLL TR inh -4% and MBNL1 CUG block inconclusive.
CC(=O)N1CCN(c2ccc(N=Cc3c(O)n(-c4ccc(Cl)cc4)c(=O)[nH]c3=O)cc2)CC1 was read as KCNH2 3.1 inh 24, ELG1 DNA repair -1%, Rab9 prom act 1%, RORg inh -3%, PKM2 act 5%, Gal4-VP16 FLuc -4%, Mito fusion act 0%, NPC1 promoter act 5%, FLuc modulator 3%, Menin-MLL TR inh -13% and MBNL1 CUG block inconclusive.
`Cc1cc(C)cc(NC2=NCCCS2)c1` gave KCNH2 3.1 inh -20, ELG1 DNA repair 9%, Rab9 prom act 2%, RORg inh -9%, PKM2 act 1%, Gal4-VP16 FLuc 2%, Mito fusion act -11%, NPC1 promoter act -1%, FLuc modulator 1%, Menin-MLL TR inh -4% and MBNL1 CUG block -21%.
For COc1cccc(C2(C#N)CCN(C)CC2)c1 the results were KCNH2 3.1 inh -2, ELG1 DNA repair 18%, Rab9 prom act -2%, RORg inh -7%, PKM2 act -4%, Gal4-VP16 FLuc -9%, Mito fusion act -9%, NPC1 promoter act 0%, FLuc modulator -3%, Menin-MLL TR inh -1% and MBNL1 CUG block -4%.
Cn1c(=O)c2nncnc2n(C)c1=O was read as KCNH2 3.1 inh 1, ELG1 DNA repair 18%, Rab9 prom act -6%, RORg inh -5%, PKM2 act -9%, Gal4-VP16 FLuc -13%, Mito fusion act 6%, NPC1 promoter act 1%, FLuc modulator -2%, Menin-MLL TR inh -10% and MBNL1 CUG block inconclusive.
`CN(C)c1cc(N)c2c(n1)CCC2` (tested in a mixture with another compound) gave KCNH2 3.1 inh 4, ELG1 DNA repair 21%, Rab9 prom act 0%, RORg inh 6%, PKM2 act -7%, Gal4-VP16 FLuc 4%, Mito fusion act 4%, NPC1 promoter act -1%, FLuc modulator 0%, Menin-MLL TR inh 7% and MBNL1 CUG block 6%.
Screening C=C(COC(=O)CCC(=O)O)CC1CC(O)[C@]2(C)OC3CC4OC5C[C@]6(C)O[C@]7(C)CCC8OC9C[C@]%10(C)OC%11C(C)=CC(=O)OC%11CC%10OC9C[C@@H](C)C8OC7CC6O[C@]5(C)C/C=C\C4OC3CC2O1 (stereo not given in full) returned KCNH2 3.1 inh 13, ELG1 DNA repair 14%&-5%, Rab9 prom act -3%, RORg inh 0%, PKM2 act -4%, Gal4-VP16 FLuc -11%, Mito fusion act 16µM*, NPC1 promoter act 0%, FLuc modulator -2% and MBNL1 CUG block -9%.
Screening CCOC(=O)c1ccc(-[n+]2c(-c3ccccc3)cc(-c3ccccc3)cc2-c2ccccc2)cc1 returned KCNH2 3.1 inh -3, ELG1 DNA repair inconclusive, Rab9 prom act -37%[inhibitor], Mito fusion act 2%, NPC1 promoter act -30%[inhibitor] and FLuc modulator -2%.
Screening CCN1C(=O)NC(=O)/C(=C/c2cc(C)n(-c3sc(C)c(C)c3C#N)c2C)C1=O returned KCNH2 3.1 inh 8, ELG1 DNA repair inconclusive, Rab9 prom act -2%, RORg inh -1%, PKM2 act 21%, Gal4-VP16 FLuc -14%, Mito fusion act 24%, NPC1 promoter act 1%, FLuc modulator inconclusive, Menin-MLL TR inh 9% and MBNL1 CUG block inconclusive.
For CCCCNC(=O)Nc1ccc(C(O)(C(=O)OCC)C(F)(F)F)cc1 (stereo not given) the results were KCNH2 3.1 inh -2, ELG1 DNA repair 1%, Rab9 prom act 12%, RORg inh 41%, PKM2 act -3%, Gal4-VP16 FLuc 12%, Mito fusion act 2%, NPC1 promoter act 1%, FLuc modulator 3%, Menin-MLL TR inh -1% and MBNL1 CUG block -3%.
For Oc1c(Br)cc(Br)cc1CN1CCN(Cc2ccccc2)CC1 the results were KCNH2 3.1 inh -11, ELG1 DNA repair -3%, Rab9 prom act 8%, RORg inh -7%, PKM2 act -1%, Gal4-VP16 FLuc -4%, Mito fusion act 6%, NPC1 promoter act 6%, FLuc modulator -3%, Menin-MLL TR inh 1% and MBNL1 CUG block -2%.
N#CC1=C(N)Oc2c(c(=O)oc3ccccc23)C1c1ccncc1 (stereo not given) was read as KCNH2 3.1 inh 15, ELG1 DNA repair 10%, Rab9 prom act 6%, RORg inh -16%, PKM2 act 2%, Gal4-VP16 FLuc -4%, Mito fusion act 0%, NPC1 promoter act 0%, FLuc modulator -5%, Menin-MLL TR inh 21% and MBNL1 CUG block 6%.
For C=CCn1c(O)c(C(C)=NCCN2CCN(C(=S)NC)CC2)c(=O)[nH]c1=O the results were KCNH2 3.1 inh -10, ELG1 DNA repair -2%, Rab9 prom act -2%, RORg inh -2%, PKM2 act -2%, Gal4-VP16 FLuc 7%, Mito fusion act -3%, NPC1 promoter act 2%, FLuc modulator 0% and MBNL1 CUG block -1%.
Screening O=C(N/N=C/c1c(O)n(-c2cccc3ccccc23)c(=O)[nH]c1=O)c1ccncc1 returned KCNH2 3.1 inh -9, ELG1 DNA repair 5%, Rab9 prom act 3%, RORg inh -20%, PKM2 act -1%, Gal4-VP16 FLuc -5%, Mito fusion act 1%, NPC1 promoter act -2%, FLuc modulator -4% and MBNL1 CUG block inconclusive.
`COC(=O)N(c1ccc(OC)cc1)P1(=S)OCCC(C)O1` (stereo not given) gave KCNH2 3.1 inh 16, ELG1 DNA repair 8%, Rab9 prom act -7%, RORg inh -2%, PKM2 act -19%, Gal4-VP16 FLuc 2%, Mito fusion act -1%, NPC1 promoter act -1%, FLuc modulator -11%, Menin-MLL TR inh 11% and MBNL1 CUG block 6%.

Assay outcomes from PubChem BioAssay.

A portion of the library; the hit share may differ from the screen's.
